Source: PubChem (Columbia University Molecular Screening Center)
mHtt clearance: compounds clearing mutant huntingtin protein. HeLa Exon1htt(103Q)mCFP, aggregate imaging; zero = plate's median compound well. inhibition, % at 1.5 µM. 47,000 compounds, 0.42% hits;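 active = inhibition of aggregate fluorescence above about 70%, also judged a hit by eye on the cell image, limit read from the data, passing the limit was not always enough; inconclusive = no rule stated for this call; inactive = not judged a hit on image review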;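 also: cells exposed to compound for three days before fixation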
mHtt clearance grain fraction: second read-out of mHtt clearance, no call of its own (marks repeat the call); fraction fluorescence in grains; measured here: aggregate grain fluorescence fraction; stronger effect = lower value;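 scaled fraction of total cell fluorescence in grains with unit not stated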
An asterisk follows results filed as active; i = inactive; ? = inconclusive; nt = not tested or not shown.

#	mol	mHtt clearance	mHtt clearance grain fraction
1	COC(=O)C(C)Sc1nnc(-c2ccncc2)o1 (configuration not stated)	-23	23
2	CC(C)(C)Nc1nc(OCC(F)(F)F)nc(OCC(F)(F)F)n1	-14	43
3	CCOC(=O)c1c(NC(=O)CSc2nnc(Cc3ccccc3)o2)sc(C)c1C	2	18
4	Cn1c(=O)n(C)c2cc(NS(=O)(=O)c3ccc4c(c3)CCCC4)ccc21	2	19
5	COc1ccc(C(=O)Nc2ccc(NC(=O)c3ccco3)c(Cl)c2)cc1OC	36	23
6	O=C(Nc1ccc(Cl)c(Cl)c1)OCc1cnc(Cl)s1	23	29
7	O=C(COc1ccccc1O)N1CCN(C(=O)c2ccco2)CC1	58	17
8	O=C(NCc1ccco1)c1cccc(Nc2nc3ccc(Br)cc3[nH]2)c1	-33	51
9	CCOc1ccc(-n2cnnn2)cc1S(=O)(=O)NCCc1ccc(OC)c(OC)c1	-63	32
10	CCn1c(COc2ccc(OC)cc2)nc2ccccc21	37	25
11	Cc1nc2ccccc2c2oc(C(=O)NCCCN3CCC(C)CC3)cc12	-4	35
12	CCOCCCNC(=O)c1c(C)[nH]c(C(=O)OCC)c1C	-4	35

More compounds follow:
#	mol	mHtt clearance	mHtt clearance grain fraction
13	O=C(CSc1cn(CCNC(=O)c2ccc3ccccc3c2)c2ccccc12)NCc1ccco1	-47	53
14	COc1ccccc1-n1cnc2cc(NS(=O)(=O)c3ccc(Br)cc3)ccc21	-4	29
15	CC1CCN(C(=O)CN2C(=O)c3ccccc3S2(=O)=O)CC1	-10	47
16	CC(C)OC(=O)c1cc2ccccc2oc1=O	-26	43
17	CN(C(=O)COC(=O)c1ccccc1Nc1ccccc1)C1CCS(=O)(=O)C1 (configuration not stated)	-18	41
18	COc1ccc(S(=O)(=O)n2nc(OC(=O)c3cccs3)cc2N)cc1	-25	46
19	CC1CCCC(NC(=O)COC(=O)c2ccc(S(=O)(=O)N3CCOCC3)cc2)C1C (configuration not stated)	43	20
20	CCC(C(=O)N1CCOCC1)n1c(C(=O)OC)cc2occc21 (configuration not stated)	-30	48
21	CC(=O)c1cn(CC(=O)NCc2ccc3c(c2)OCO3)c2ccccc12	-74	31
22	CCCN(CCC)S(=O)(=O)c1ccc(C(=O)N2CCC(=O)c3ccccc32)cc1	-22	26
23	O=C(Cn1cc([N+](=O)[O-])cn1)Nc1ccccn1	-15	39
24	COc1ccc(NC(=O)N2CCC(c3nc(-c4cccs4)no3)CC2)cc1	-38	26

Later entries:
#	mol	mHtt clearance	mHtt clearance grain fraction
25	COc1ccc(C(=O)COC(=O)CCN=C2NS(=O)(=O)c3ccccc32)cc1OC	-15	24
26	CC(=O)Nc1ccc(S(=O)(=O)N2CCN(S(=O)(=O)N3CCCCCC3)CC2)cc1	23	14
27	CC(C)(C)NC(=O)C(c1ccncc1)N(C(=O)CNC(=O)c1ccco1)c1ccc2c(c1)OCO2 (configuration not stated)	6	18
28	CCCc1cc(=O)n2[nH]c(NCc3ccc(Cl)cc3Cl)nc2n1	-27	43
29	CC1=NC2(CCCc3c2no[n+]3[O-])N(O)C1(C)C (configuration not stated)	-26	42
30	Cc1ccc(C)c(CN2C(=O)C(C)Oc3ccc(C)cc32)c1 (configuration not stated)	-46	27
31	CC(=O)Nc1cccc(NC(C)=O)n1	23	14
32	Cc1c(NS(=O)(=O)c2ccccc2)c(=O)n(-c2ccccc2)n1C	23	18
33	Cc1cccc2nc(=S)n(C(=O)c3ccco3)n12	31	24
34	CSc1ccc(NC(=O)CC(C)=O)cc1	44	9.8
35	Cc1ccc(S(=O)(=O)NCC(=O)N2CCC(C)CC2)cc1	21	38
36	CCOC(=O)c1c(NC(=O)Cn2c(C)nc3ccccc32)sc2c1CCC2	-5	21

Carrying on.
#	mol	mHtt clearance	mHtt clearance grain fraction
37	Cc1cc(C)n(CC(O)Cn2c3ccccc3c3ccccc32)c(=O)n1 (configuration not stated)	-16	50
38	CCS(=O)(=O)c1ccc(-c2csc(-c3ccccc3)n2)c(Cl)c1Cl	6	36
39	O=C(CSc1nnc(-c2ccoc2)o1)N1CCOCC1	-10	23
40	COC(=O)CSc1nnc(CNc2ccc(Cl)cc2)n1-c1ccccc1	-34	53
41	O=C(COc1ccccc1F)NC1CC1	66	6.1
42	COCc1c(C(=O)OCc2nc(N)nc(Nc3ccccc3C)n2)oc2ccccc12	63	17
43	CCOC(=O)c1sc2ncn(C(C)C(=O)OCC)c(=O)c2c1C (configuration not stated)	-39	25
44	COC(=O)c1cc(NC(=O)CSc2nncn2C)cc(C(=O)OC)c1	39	19
45	Cc1ccc(CNC(=O)CCNS(=O)(=O)c2ccc(C)cc2)cc1	-10	25
46	CCOC(=O)c1[nH]c(C)c(C(=O)NCc2ccc(OC)cc2)c1C	9	45
47	CCc1c(C)nc2ncnn2c1N1CCCC(C(=O)Nc2ccc(NC(C)=O)cc2)C1 (configuration not stated)	21	32
48	CC(C)N=C(Nc1ccccc1)c1cccnc1	-4	39

Later entries:
#	mol	mHtt clearance	mHtt clearance grain fraction
49	O=C(CCCn1c(=S)[nH]c2cc3c(cc2c1=O)OCO3)N1CCN(c2ccccc2F)CC1	14	17
50	O=C1c2oc3ccc(F)cc3c(=O)c2C(c2ccccc2)N1CC1CCCO1 (configuration not stated)	-5	36
51	O=C(COc1ccccc1)N1CCNC1=O	0	21
52	O=C1NC2(Nc3ccccc31)C(=O)Nc1ccccc12 (configuration not stated)	-24	23
53	CCC(=O)Nc1nc2ccccc2n1CCN1CCOCC1	-10	44
54	Cc1cc(C)cc(Oc2ccc(C(F)(F)F)cc2C#N)c1	3	20
55	C/C(=N\NC(=O)CSCc1cccc(Br)c1)c1ccc([N+](=O)[O-])cc1	17	18
56	O/N=C1\CCCc2oc3c(c21)CCCC3	30	14
57	CN(C)c1ccc(/C=C/c2nc3ccccc3s2)cc1	-66	52
58	COC(=O)c1ccccc1Oc1c(F)c(F)nc(N2CCOCC2)c1F	i	303
59	CC(=O)c1cccc(NC(=O)N2CCCc3ccccc32)c1	-55	30
60	CCCOc1ccc(N2C(=O)CC(NCc3cccs3)C2=O)cc1 (configuration not stated)	-26	23

Additional entries follow:
#	mol	mHtt clearance	mHtt clearance grain fraction
61	CCOC(=O)c1ccc(NC(=O)N2CCN(c3ccccn3)CC2)cc1	4	20
62	CCOC(=O)c1sc2ccc(S(=O)(=O)N3CCCCC3)cc2c1N	3	32
63	CCOC(=O)C1CCN(C(=O)CCc2ccccc2)CC1	9	34
64	CCCS(=O)(=O)N1CCC(C(=O)NCCc2ccc(OC)c(OC)c2)CC1	-46	46
65	CC(C)C(=O)Nc1cccc(-c2nc3ccccc3o2)c1	-6	18
66	O=C(c1cccc(-n2cnnn2)c1)N1CCOCC1	-11	23
67	CCn1nnc(-c2ccccc2NC(=O)c2cnccn2)n1	-68	30
68	Cc1ccc(S(=O)(=O)N2CCN(C(=O)c3ccc(OCc4c(C)noc4C)cc3)CC2)cc1	-71	51
69	Cc1ccc2c(c1)NC(=O)C(CC(=O)N(C)Cc1ccccc1)O2 (configuration not stated)	?	nt
70	COc1ccc(NC(=O)N2CCCC2C(=O)Nc2ccc(C)c(Cl)c2)cc1 (configuration not stated)	-27	47
71	COc1ccc(OCC(=O)O/N=C(\N)Cc2ccc(Cl)cc2Cl)cc1	9	18
72	Cn1cc(Cl)c(C(=O)OCC(=O)Nc2nc(-c3ccc(Br)cc3)cs2)n1	-10	22

Rewritten with the structure last: part of the list above
cpd	mHtt clearance	mHtt clearance grain fraction	Structure
23	-15	39	O=C(Cn1cc([N+](=O)[O-])cn1)Nc1ccccn1
25	-15	24	COc1ccc(C(=O)COC(=O)CCN=C2NS(=O)(=O)c3ccccc32)cc1OC
55	17	18	C/C(=N\NC(=O)CSCc1cccc(Br)c1)c1ccc([N+](=O)[O-])cc1
28	-27	43	CCCc1cc(=O)n2[nH]c(NCc3ccc(Cl)cc3Cl)nc2n1

Following part.
#	mol	mHtt clearance	mHtt clearance grain fraction
73	COCc1[nH]nc2c1C(c1ccccc1Cl)C(C#N)=C(N)O2 (configuration not stated)	43	11
74	Clc1ccc2c(c1)CNc1c(ncnc1N1CCOCC1)O2	-54	58
75	O=P(O)(CP(=O)(c1ccccc1)c1ccccc1)c1ccccc1	35	13
76	CCCCOC(=O)c1cc(-c2ccc(/C=N/n3cnnc3)o2)ccc1Cl	-10	18
77	c1ccc(-c2csc3ncn4cnnc4c23)cc1	30	14
78	CCOC(=O)C1C(=O)NC(c2ccccc2)=NC1c1ccc(C(C)C)cc1 (configuration not stated)	-8	34
79	Cc1ccc(-c2csc(C(C#N)=C3CCCC3)n2)cc1	11	36
80	COc1cccc(C2C(C(=O)c3cccs3)=C(O)C(=O)N2CCN(C)C)c1OC (configuration not stated)	26	13
81	COc1ccc(C2=NOC(C(=O)Nc3ccc(C(C)=O)cc3)C2)cc1OC (configuration not stated)	35	22
82	O=S(=O)(CCSc1nc2ccccc2s1)c1nc2ccccc2s1	60	15
83	CCC(=O)Oc1oc(-c2ccccc2)nc1C=Nc1ccccc1OC	-25	24
84	COCCN(C(=O)C(C)C)c1nnc(-c2ccc(C)cc2)s1	42	23

(list continues)
#	mol	mHtt clearance	mHtt clearance grain fraction
85	Cc1nc2cc(NC(=O)N3CCCCC3)ccc2n1C	4	19
86	CCc1nccn1S(=O)(=O)c1cc(C)c(OC)cc1C	18	16
87	Cc1ccc2cc3cc(C(=O)N4CCCCCC4)oc3nc2c1	-14	41
88	COc1cc(COc2ccc3c(C)c(Cc4ccccc4)c(=O)oc3c2C)cc(OC)c1OC	11	35
89	Cn1nnc(NC(=O)c2ccccc2F)n1	21	16
90	Cn1c(=O)c2c(ncn2CC(N)=O)n(C)c1=O	15	34
91	O=C(CSc1nnc(C2CC2)n1Cc1ccccc1)c1cc2ccccc2o1	-31	45
92	O=C(COc1c(F)c(F)c(C(F)(F)F)c(F)c1F)Nc1ccc(N2CCOCC2)c(Cl)c1	30	24
93	COc1ccccc1C(=O)NCCC(=O)N1CC(=O)Nc2ccccc21	18	31
94	CCOC(=O)CSc1nnc(-c2ccccc2NC(=O)c2ccccc2)o1	-19	53
95	CCOc1ccccc1-c1nnc(SCC(=O)NC2CC3CCC2C3)n1CC (configuration not stated)	25	28
96	CCOC(=O)c1cnn(-c2ccc(Cl)cc2)c1C1CCN(C(=O)OC(C)(C)C)CC1	30	15

Continuation.
#	mol	mHtt clearance	mHtt clearance grain fraction
97	CC(C)[C@H](NC(=O)[C@@H]1CSCN1C(=O)OC(C)(C)C)C(=O)NCC1CCC(C(=O)O)CC1 (some centres not stated)	76*	4.3*
98	O=C(C1CCCN1C(=O)c1cccs1)N1CCN(Cc2ccc3c(c2)OCO3)CC1 (configuration not stated)	-17	36
99	CC(Sc1nc2ccccc2[nH]1)C(=O)O (configuration not stated)	69	5.8
100	Cc1cc(C)nc(Nc2n[nH]c(COc3cccc4ccccc34)n2)n1	-2	40
101	CSc1nc2ccc3nc(NC(=O)c4ccccc4)sc3c2s1	27	27
102	Cc1cc(/C=N/NC(=O)CC2(C)OCCO2)c(C)n1-c1ccc(Cl)c(Cl)c1	25	16
103	CCc1ccc2c(c1)C(NC(C)=O)C(=O)N2CC (configuration not stated)	31	22
104	Cc1ccc(S(=O)(=O)C(F)(F)F)cc1NC(=O)c1cccnc1	6	19
105	CCOc1cc(S(=O)(=O)N2CCCCC2)ccc1Cl	35	22
106	Cc1cc(NC(=O)CSc2nc(CCC3CCCC3)nc3ccccc23)no1	84*	7*
107	C=CCC(c1ccccc1F)N(CCN1CCOCC1)C(=O)Nc1cccc(Cl)c1 (configuration not stated)	-24	35
108	O=C(N1CCOCC1)C12CC3CC(C1)CC(c1ccccc1)(C3)C2	4	41

Next section:
#	mol	mHtt clearance	mHtt clearance grain fraction
109	CC(=O)C1=C(O)C(=O)N(CCN2CCOCC2)C1c1ccccc1 (configuration not stated)	41	24
110	N#Cc1ccsc1NC(=O)c1cnccn1	-34	41
111	Cc1nn(-c2cc(N3CCOCC3)ccc2[N+](=O)[O-])c(=O)c2ccccc12	-41	30
112	Cc1ccc(C(=O)O/N=C/c2c(Cl)n(C)c3ccccc23)cc1	1	38
113	COc1ccc(-c2cc(C(F)F)nc(-n3nc(C)cc3C)n2)cc1	-3	36
114	O=C(NCc1cccc(CNC(=O)c2ccco2)c1)c1ccco1	-67	35
115	CCCCOc1cccc(C(=O)N(Cc2ccco2)C2CCS(=O)(=O)C2)c1 (configuration not stated)	-3	34
116	Cn1c(C(=O)NCc2ccc3c(c2)OCO3)cc2sccc21	13	29
117	CC1=CC(C)C(C(=O)O)C(C(=O)O)C1 (configuration not stated)	-19	25
118	O=C(O)C1CCCCC1C(=O)NCCc1cccc(Cl)c1 (configuration not stated)	-1	20
119	CCOC(=O)C1CCCN(C(=O)c2ccc3c(c2)OCO3)C1 (configuration not stated)	-27	25
120	Cc1cc(C)n2ncnc2n1	-141	39

Next part.
#	mol	mHtt clearance	mHtt clearance grain fraction
121	O=C(NCCCN1CCCC1=O)c1ccc(CNS(=O)(=O)c2ccc(F)cc2)cc1	-47	31
122	COCCN(CCOC)Cc1cc(=O)oc2cc3c(cc12)CCC3	-35	49
123	CCOc1ccccc1C1C(C(=O)Nc2ccc(OC)cc2)=C(C)Nc2nc(CCCO)nn21 (configuration not stated)	12	28
124	O=C(c1cc2sccc2n1Cc1ccc(F)cc1)N1CCc2ccccc21	20	16
125	O=C(CCCCCN1C(=O)c2ccccc2C1=O)NC1CCCC1	-15	39
126	OCCN(Cc1ccccc1)Cc1cccc(F)c1	-4	48
127	Cc1nc2nc(Cc3ccccc3)nn2c(C)c1Cl	-2	19
128	COc1ccccc1NC(=O)C1=C(C)Nc2nnnn2C1c1ccccc1OC (configuration not stated)	13	16
129	Cc1cc(/C=C2\SC(=S)NC2=O)c(C)n1C1CC1	2	20
130	O=S(=O)(NCCc1ccc2c(c1)OCCO2)c1cccs1	-12	38
131	CC(C)(C)C(=O)CNS(=O)(=O)c1ccc(S(=O)(=O)NC2CCCC2)cc1	-10	19
132	CCOCCCNC(=O)C1CCCN1C(=O)NC1CCCCC1 (configuration not stated)	35	26
133	Clc1ccc(Cn2ncc3c(N4CCCC4)ncnc32)cc1	5	18
134	Cn1nnnc1SCC(=O)NCc1ccccc1	14	16

These rows are one share of the data (hit frequency here may not be typical).
